NR2E3 ag-1: agonists of human nuclear receptor NR2E3; Q9Y5X4; GST-NR2E3/biotin-RetCOR TR-FRET, 1536-well; inhibition of corepressor binding, % at 4.78 µM; actives 0.12% (n = 320,000); AID 2300;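 active = percent inhibition above the cutoff of mean plus 3 SD of all tested compounds, set per screening campaign, cut at about 20% in these data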;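 also: 0% = DMSO wells and 100% = biotin wells as full block of FRET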
Target sequence (Q9Y5X4 whole entry, looked up): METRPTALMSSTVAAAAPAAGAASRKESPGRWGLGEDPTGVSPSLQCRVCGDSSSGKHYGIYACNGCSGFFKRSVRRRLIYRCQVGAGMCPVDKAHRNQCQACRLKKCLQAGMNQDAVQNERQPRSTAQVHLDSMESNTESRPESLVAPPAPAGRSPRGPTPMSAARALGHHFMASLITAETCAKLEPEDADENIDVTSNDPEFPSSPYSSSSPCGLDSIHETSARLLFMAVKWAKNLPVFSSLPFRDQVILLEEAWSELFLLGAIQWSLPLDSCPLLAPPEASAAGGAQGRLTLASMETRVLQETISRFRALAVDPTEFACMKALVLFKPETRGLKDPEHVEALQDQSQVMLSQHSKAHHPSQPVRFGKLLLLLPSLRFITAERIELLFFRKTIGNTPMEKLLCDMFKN
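Format: 1536-well format; test system: GST-NR2E3 and biotin-RetCOR proteins; read-out basis: percent inhibition of TR-FRET ratio; timing: 5 h incubation at 4 °C; detection: time-resolved FRET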
HIF-2a inh: HIF-2a inhibition | actives 0.72% (n = 360,000) | AID 624352 | inhibition, % at 18.8 µM | 786-0 RCC cells HIF-2a reporter, luciferase luminescence, overnight;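 active = inhibition of the luminescence signal of 40% or more relative to plate controls, in a single-dose primary screen at 18.75 µM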
iPSC survival up: hiPSC single-cell survival enhancement; ATPlite luminescence; 100% = ROCK inhibitor wells, 0% = DMSO; AID 602274; survival enhancement, % at 20 µM; actives 0.044% (n = 360,000); in the data active = survival enhancement above about 18%;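 also: cells exposed to compounds for 16 hours before the ATP read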
TRPM1 prom inh: inhibitors of MITF-driven TRPM1 promoter in melanoma cells | actives 0.83% (n = 330,000) | SK-MEL-5 TRPM1 promoter luciferase, 24 h | inhibition, % at 12.5 µM;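 active = mean inhibition across replicates of 60% or more, whatever share of single replicates reaches that level; inconclusive = some that reach 60%, reason not given; inactive = mean inhibition across replicates below 60%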; also: values of inactives mirror those of a sister screen read the other way
NR2E3 ag-2: human photoreceptor-specific nuclear receptor agonism; Q9Y5X4; CHO-S Gal4-NCOR/VP16-NR2E3 two-hybrid, luciferase; inhibition of corepressor binding, % at 3.98 µM; actives 0.35% (n = 360,000); AID 602229;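 active = inhibition above the mean of all tested compounds plus 3 SD, cut at about 70% in these data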;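 also: 0% = DMSO with NR2E3 transfected cells and 100% = cells lacking NR2E3 construct; higher means lower luciferase signal from less NR2E3 corepressor binding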
Granule exo inh: blocks lytic granule exocytosis | TALL-104 LAMP-1 surface exposure, flow cytometry; cells stimulated with thapsigargin and PMA | inhibition, % at 10 µM | actives 0.66% (n = 360,000) | AID 651702;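 active = inhibition above about 55%, limit read from the data; inconclusive = no clear call, values can overlap the other calls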
Vif imaging: blocks HIV Vif function | actives 0.35% (n = 340,000) | HEK293T cells, Vif self-association by quenched fluorescence, imaging, 24 h | inhibition, % at 7.49 µM | AID 602346; in the data active = inhibition above about 50%, passing the limit was not always enough; inconclusive = no clear call, values can overlap the other calls; inactive = below about 31%; also: some results filed as inactive read as strong as hits
CaV13 FRET inh: Disruptors of the CACNA1D IQ motif to Ca2+-dependent inactivation inhibitor domain association, primary screening, Förster resonance energy transfer in intact living …; HEK cells, CFP/YFP FRET ICDI-IQ, plate reader, 10 min; percent FRET-ratio fall versus neutral wells; inhibition, % at 12.3 µM; actives 0.098% (n = 340,000); AID 743397;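 active = mean replicate inhibition of at least 30% and at least 1% of replicates passing that level; inconclusive = only one of the two criteria is met; inactive = neither criterion is met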;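 also: 0% = median of the neutral control wells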
PDI inh: inhibitors of human protein disulfide isomerase. inhibition, % at 10 µM. PDI insulin aggregation turbidity, A650, 90 min. actives 0.052% (n = 350,000). P07237. AID 588391;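 active = mean inhibition across replicates of 30% or more, whatever share of single replicates reach that level; inconclusive = mean inhibition below 30% while every single replicate reaches 30%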;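 also: absorbance from insulin aggregation driven by PDI reduction with DTT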
Target sequence (P07237 whole entry, looked up): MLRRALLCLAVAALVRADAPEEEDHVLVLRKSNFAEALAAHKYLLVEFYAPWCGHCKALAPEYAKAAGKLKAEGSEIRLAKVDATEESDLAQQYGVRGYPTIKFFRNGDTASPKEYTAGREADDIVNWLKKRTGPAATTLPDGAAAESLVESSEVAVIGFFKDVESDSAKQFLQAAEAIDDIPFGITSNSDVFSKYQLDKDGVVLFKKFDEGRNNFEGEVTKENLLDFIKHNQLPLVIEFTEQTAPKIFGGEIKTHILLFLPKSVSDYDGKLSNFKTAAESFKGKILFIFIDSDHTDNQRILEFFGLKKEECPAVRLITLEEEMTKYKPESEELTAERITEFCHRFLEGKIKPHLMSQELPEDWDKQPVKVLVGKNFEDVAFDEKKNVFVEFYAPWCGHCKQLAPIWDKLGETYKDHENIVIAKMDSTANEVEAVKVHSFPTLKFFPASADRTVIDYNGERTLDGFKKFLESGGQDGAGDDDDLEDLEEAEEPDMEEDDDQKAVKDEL
aDG glyco up: increases alpha dystroglycan glycosylation; activation, % at 10 µM; Pro5-aDG cells, alpha-DG glycosylation AlphaScreen (IIH6); 0% Pro5, 100% B10-LARGE cell signal; actives 0.22% (n = 360,000);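 active = activation of at least 8% versus controls, or a plate z-score of at least 8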;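 also: Pro5 are CHO cells carrying HIG-tagged alpha-DG that lacks glycosylation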
Peg3 promoter: reduces Peg3 promoter-driven luciferase expression in HeLa; HeLa PEG-Prom luciferase reporter, luminescence, overnight; inhibition, % at 20 µM; actives 1.7% (n = 360,000);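 active = inhibition of at least 50% at 20 µM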
* = called active by the depositor; u = inconclusive; x = not tested or not shown.

Results follow in this order: NR2E3 ag-1	HIF-2a inh	iPSC survival up	TRPM1 prom inh	NR2E3 ag-2	Granule exo inh	Vif imaging	CaV13 FRET inh	PDI inh	aDG glyco up	Peg3 promoter
1. O=C1OCCC1Sc1nnc(-c2ccco2)n1-c1ccccc1 (stereo unspecified)
    -2.2	11.6	-0.5	5.2	1.7	-1.4	-3.4	-6.7	1.2	-0.1	6.5
2. COc1cccc(C2CC(=O)Nc3c2c(=O)[nH]c2ncnn32)c1 (stereo unspecified)
    2.6	8.2	0.4	8.5	-0.4	-1.5	-5.5	1.1	-5.6	-0.2	11.1
3. CC(=O)c1ccc(NC(=S)Nc2ccc3cn[nH]c3c2)cc1
    -0.2	-70.7	-0.7	-18.8	-39.6	-0.9	-4.4	-7.0	-1.6	0.2	-37.9
4. COCCn1c(SCC(=O)Nc2ccccc2F)nnc1-c1ccoc1C
    1.1	-3.8	-0.2	-3.8	0.9	1.8	5.9	-2.6	-7.2	0.0	-1.9
5. COc1ccc(C(c2sc3nc(C)nn3c2O)N2CCC3(CC2)OCCO3)cc1 (stereo unspecified)
    0.6	10.2	14.0	-0.8	-11.9	-2.4	x	1.3	-3.4	0.2	13.0
6. Cc1ccc2c(CN3CCN(c4ccccc4)CC3)cc(=O)oc2c1
    x	-25.5	0.1	x	-12.7	-0.9	x	-4.4	x	-0.2	5.0
7. O=C(C1CCN(Cc2ccccc2O)CC1)N1CCN(Cc2ccc3c(c2)OCO3)CC1
    0.7	14.2	-0.5	-9.6	-16.1	8.1	x	-3.7	4.9	0.4	-9.1
8. O=C(NCCCO)/C(=C/c1ccc(-c2cccc([N+](=O)[O-])c2)o1)NC(=O)c1ccccc1
    -2.4	5.1	-0.5	2.7	-31.2	-0.4	9.9	-4.5	1.7	-0.1	11.2
9. S=C1NCN(Cc2ccccc2)CN1C1CCCCC1
    2.4	13.2	-1.5	-5.0	-15.6	-0.1	-2.6	6.9	11.5	-0.1	17.0
10. CCOc1ccc(CC(=NCCc2ccccc2)C2=C(O)CC(C)(C)CC2=O)cc1OCC
    -3.5	21.2	-1.3	12.9	-10.4	-0.8	-0.4	-2.8	-2.8	0.1	22.1
11. CCCN(CCC)c1nc(NC2CCN(C(=O)OCC)CC2)nc(OC)n1
    1.2	13.8	-1.4	8.3	29.1	21.8	-8.2	-2.2	-2.4	0.3	16.0
12. Cn1c(=S)c2[nH]c(SCCN3CCCC3)nc2n(C)c1=O
    -0.1	13.6	-0.1	2.6	9.4	-3.2	-8.2	-18.2	6.0	-0.1	16.9
13. CC(=O)c1cccc(S(=O)(=O)NCC(c2ccco2)N2CCCCC2)c1 (stereo unspecified)
    -2.4	-172.3	3.4	5.6	-0.6	-2.5	-6.5	-5.4	6.9	-0.4	-178.1
14. COc1ccccc1NC(=O)CNC(c1ccccc1)c1ccccc1
    0.9	4.0	-0.6	-5.2	8.7	76.6*	-1.8	-2.8	0.7	0.3	26.0
15. CC(C)Oc1ccc(CCN=C(N)N=C(N)N)cc1Cl
    -1.2	17.4	0.1	11.6	-3.3	-8.9	4.6	5.3	0.1	-0.3	-3.1
16. CC1CCCC(C)N1C(=O)COC(=O)c1ccc[nH]c1=O (stereo unspecified)
    0.9	6.6	-1.8	-2.0	-16.4	-0.8	-1.0	x	9.0	-0.3	4.7
17. O=C(COC(=O)c1cc(=O)c2ccccc2o1)NCC1CCCCC1
    0.2	16.1	-0.2	6.0	7.5	1.0	6.8	-0.9	-2.5	-0.2	8.5
18. CCN1CCN(c2ccc(S(=O)(=O)N3CCOCC3)cc2NC(=O)/C=C/c2ccc([N+](=O)[O-])cc2)CC1
    2.7	-12.8	-0.3	64.2*	25.1	13.1	-1.1	-15.3	-5.4	-0.3	69.6*
19. COc1ccc(OC)c(C2NC(=O)NC(C)=C2C(=O)OCc2ccccc2)c1 (stereo unspecified)
    0.2	26.1	-0.7	x	15.6	-4.2	2.2	-2.0	-9.7	-0.2	32.3
20. Cc1cccc(C(=O)N2CCC(=O)N(C(COCc3ccc(Cl)cc3)Cc3ccccc3)CC2)c1 (stereo unspecified)
    -1.2	21.4	-1.1	-1.6	1.2	-4.8	-4.0	-12.6	7.9	1.5	19.9

2 entries drawn at random from those above, as already listed:
Results follow in this order: NR2E3 ag-1	HIF-2a inh	iPSC survival up	TRPM1 prom inh	NR2E3 ag-2	Granule exo inh	Vif imaging	CaV13 FRET inh	PDI inh	aDG glyco up	Peg3 promoter
17. O=C(COC(=O)c1cc(=O)c2ccccc2o1)NCC1CCCCC1
    0.2	16.1	-0.2	6.0	7.5	1.0	6.8	-0.9	-2.5	-0.2	8.5
8. O=C(NCCCO)/C(=C/c1ccc(-c2cccc([N+](=O)[O-])c2)o1)NC(=O)c1ccccc1
    -2.4	5.1	-0.5	2.7	-31.2	-0.4	9.9	-4.5	1.7	-0.1	11.2

Later entries.
Results follow in this order: NR2E3 ag-1	HIF-2a inh	iPSC survival up	TRPM1 prom inh	NR2E3 ag-2	Granule exo inh	Vif imaging	CaV13 FRET inh	PDI inh	aDG glyco up	Peg3 promoter
21. CCOc1cc(C(=O)Nc2ccc(S(=O)(=O)NC3=NCCCCC3)cc2)cc(OCC)c1OCC
    -3.4	16.0	-0.3	3.3	11.3	-0.7	-11.1	8.6	-3.3	0.0	9.9
22. COc1ccccc1NC1=NC(C)(C)N=C(N)N1
    -0.1	5.0	0.6	7.8	5.8	-1.4	0.4	-6.7	15.3	-0.1	3.5
23. CC(=O)c1ccc(N=C2C(=O)Nc3ccccc32)cc1
    -0.1	13.6	-0.5	0.2	4.7	4.3	5.5	-4.5	-3.5	0.2	3.4
24. O=C(C1=C(O)C(=O)N(CC2CCCO2)C1c1ccc(Cl)cc1Cl)c1ccco1 (stereo unspecified)
    29.6*	9.5	0.9	2.3	-15.3	-10.8	u	-4.4	12.3	-0.1	7.0
25. O=C(c1cccc(S(=O)(=O)N2CCN(c3ccccc3)CC2)c1)N1CC=C(c2ccccc2)CC1
    -4.9	23.2	-0.1	10.5	-17.1	8.7	-5.2	x	-2.2	1.1	15.5
26. CCCC(=O)O[C@]1(C(=O)CO)CC[C@H]2[C@@H]3CCC4=CC(=O)CC[C@]4(C)[C@H]3[C@@H](O)C[C@@]21C
    -2.5	22.8	-0.9	-11.9	2.9	3.6	8.1	-5.2	4.5	-0.1	-1.4
27. Cc1ccc(S(=O)(=O)N2CCCC(C(=O)NC3CCCC3)C2)cc1 (stereo unspecified)
    5.5	6.2	1.1	7.7	-8.7	0.7	7.7	-4.0	6.8	0.2	7.9
28. O=C1c2ccccc2C(=O)N1/N=C/c1ccc(Oc2ccc([N+](=O)[O-])cn2)cc1
    -4.3	-3.8	-0.2	-8.3	-1.3	3.7	u	-5.4	-2.1	-0.2	-4.3
29. OC(c1ccccc1)(c1nc(-c2csc3ccccc23)cs1)C(F)(F)F (stereo unspecified)
    x	7.8	1.6	x	-40.6	0.8	0.9	-6.2	4.5	-0.2	22.1
30. Cn1nc(C(=O)OCC(=O)N(Cc2ccccc2)C(C)(C)C)c2ccccc2c1=O
    x	10.4	-0.2	1.2	11.9	-6.9	1.1	-6.1	-4.5	-0.1	11.2
31. CCCCn1c(SCC(=O)Nc2nc(C)cs2)nnc1-c1cccnc1
    x	18.2	-1.7	11.1	-5.0	1.3	-11.1	-7.0	-9.9	-0.1	9.7
32. CC1=NN(C(=S)Nc2ccccc2)C(c2ccccc2)C1 (stereo unspecified)
    -1.2	-4.9	1.5	-3.0	27.6	0.1	x	-4.0	-4.0	-0.1	-6.6
33. O=C(Nc1cccc(S(=O)(=O)N2CCCC2)c1)[C@@H]1O[C@H](CO)[C@@H](O)[C@H]1O
    x	5.1	-1.3	x	-33.5	-11.1	u	-9.0	24.5	-0.2	-2.7
34. Cc1cccc(N2CCN(S(=O)(=O)c3ccc(-c4coc(C)n4)cc3)CC2C)c1 (stereo unspecified)
    0.6	5.9	-0.1	-8.1	7.5	5.0	-5.0	-16.3	-1.1	0.0	11.8
35. CCOCCCNC(=S)NCCCNc1nc2c(C)cc(C)cc2cc1C#N
    x	-28.0	0.5	-4.0	4.3	-0.9	-13.4	-3.2	8.1	-0.3	-14.9
36. CCCn1c2ccc(F)cc2c2nnc(NN)nc21
    2.1	12.4	-1.8	-0.6	-10.9	0.3	-4.6	-4.4	-2.8	0.1	11.1
37. CC1CCc2[nH]c3ccc(C(=O)N4CCCC(C(F)(F)F)C4)cc3c2C1 (stereo unspecified)
    -3.3	-30.0	-0.3	-13.9	-17.3	-4.4	-10.7	-6.7	5.4	0.4	-21.7
38. CCSc1nc2nccnc2c(=O)[nH]1
    x	9.6	1.9	-6.8	4.2	3.5	3.3	-6.5	-10.9	0.2	2.0
39. CC(=O)Nc1ccc(S(=O)(=O)Nc2ccc3c(c2)OCO3)cc1
    -2.6	13.4	-0.6	7.4	13.7	-4.9	-1.6	-3.9	12.7	0.0	5.9
40. O=S(=O)(NN1CCOCC1)c1cc(Cl)cc(Cl)c1O
    2.2	13.7	-0.4	-0.5	-18.3	2.2	4.6	-8.8	-2.1	-0.1	5.9
41. CC1CCc2c(sc3nc(CSc4n[nH]c(N)n4)[nH]c(=O)c23)C1 (stereo unspecified)
    1.1	-186.0	-0.9	-42.2	-50.6	-6.9	1.3	-5.3	-1.2	-0.2	-162.8
42. O=C(Nc1nnc(-c2ccccc2)o1)c1ccc(Cl)cc1
    -1.1	-91.7	-1.3	1.9	3.6	-2.5	x	x	-11.2	0.4	-2.8
43. Cc1oc(C)c(C(=O)Nc2ccc(CC(=O)O)cc2)c1C(=O)Nc1ccc(CC(=O)O)cc1
    -3.5	21.2	-1.6	4.3	-12.5	-2.3	16.9	-4.9	-4.4	0.0	7.4
44. N/C(=N\OC(=O)CCc1ccccc1)c1cccnc1
    0.2	-76.0	-1.3	6.7	-18.4	1.9	2.0	-0.2	-9.9	-0.2	-40.2
45. COc1ccc(C2CC(c3cccs3)=NN2C(=O)CSc2nncs2)cc1OC (stereo unspecified)
    -1.1	6.5	-1.4	-6.8	-6.0	0.9	-2.2	-3.4	0.7	-0.1	5.0

Screening data as filed in PubChem BioAssay.
